# High-throughput results: PubChem, Broad Institute
# FN deposition inh – fibronectin deposition inhibition; AID 743247; inhibition, % at 12.6 µM; 0.086% of 350,000 active; AH1F fibroblasts, Alexa488-fibronectin deposition fluorescence, overnight;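 active = mean inhibition across replicates of 30% or more, regardless of how many single replicates reach that level; inconclusive = mean under 30% yet at least half of replicates reach 30%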;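 note: positive control wells lacked labelled fibronectin entirely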
#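 Assay system: AH1F fibroblast monolayer, labelled fibronectin deposition. Amount: 10000 cells per well. Also added: labelled fibronectin 24 nM. Compound: single-point pinned compound. Incubation: cell attachment 1 h, compound and FN exposure overnight. Detection: fluorescence after three HBSS washes, excitation 485 nm, emission 525 nm. Read-out: inhibition of fibronectin deposition signal.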
# F508del corr – correctors of CFTR F508del function in bronchial epithelial cells | CFBE cells, YFP halide quenching; stimulated with forskolin plus potentiator P3; % fluorescence drop versus neutral controls | activity (quench increase), % at 7.58 µM | 0.36% of 350,000 active | AID 720511;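 active = mean added fluorescence quench of at least 8% versus neutral control, with both replicates also reaching 8%; inconclusive = only one of the mean or replicate conditions met; inactive = mean below 8% and not both replicates reaching 8%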;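 note: cells transiently co-express mutant CFTR-F508del with the halide-sensitive YFP; corrector assay measuring rescue of mutant channel to the surface after 24 h compound exposure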
# PGC1a acetyl inh – modulators of PGC1a acetylation; U2OS PGC1a acetylation, AlphaScreen anti-acetyl-lysine; with virally co-expressed GCN5 acetyltransferase; inhibition, % at 15.6 µM; 0.17% of 350,000 active;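 active = every replicate shows inhibition of at least 40%; inconclusive = mean inhibition at least 40% but some replicate below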;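 note: 0% = neutral control wells and 100% = positive control wells; some results beyond the cut were filed as inactive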
# miR122 inh – inhibitors of miR-122 in Huh7 cells | Huh7 miR-122 Renilla luciferase sensor, 48 h; neutral wells = 0, positive control = 100 | activation (reporter increase), % at 12.5 µM | 0.3% of 340,000 active | AID 602342;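 active = mean replicate activation score at least 90 and every replicate individually at or above 90; inconclusive = only one of the two criteria met; inactive = neither criterion met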;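 note: higher luciferase means less miR-122 activity so hits act as miR-122 inhibitors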
# INS-1E GSIS act – GLuc luminescence reporter in INS-1E cells, primary screen for activators of glucose-dependent secretion of insulin. activation, % at 16.6 µM. 0.61% of 370,000 active. INS-1E GLuc reporter insulin secretion, 2-3 h. AID 743287;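 active = lowest replicate activation of at least 40%, so every replicate reaches that level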;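 note: 0% = median of neutral control wells and 100% = median of IBMX positive control wells; some compounds called inactive have numbers as strong as hits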
# PglD DTNB – PglD (C. jejuni) enzyme inhibition | 0.098% of 360,000 active | inhibition, % at 12.5 µM | AID 602405 | purified PglD enzyme, DTNB colorimetric CoA detection; in the data active = inhibition above about 16%, passing the limit was not always enough; inconclusive = no clear call, values can overlap the other calls; note: strong numbers were not always called active
# Statin myotox sup – suppressors of simvastatin-induced myotoxicity in C2C12 myotubes | ATP luminescence, 48 h; scaled: DMSO 0, geranylgeraniol control 100 | 0.78% of 330,000 active | rescue of ATP level, % at 7.49 µM | AID 602340;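 active = mean ATP rescue above about 67%, or every replicate alone reaching that limit, limit read from the data, passing the limit was not always enough; inconclusive = no clear call, values can overlap the other calls; inactive = mean under the limit and some replicate under it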;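 note: myotubes were challenged with 10 µM simvastatin during compound exposure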
# Cneo AK release – causes C. neoformans cell lysis. adenylate kinase release luminescence, 4 h; normalised: neutral wells 0, clomiphene wells 100. lysis activity, % at 15 µM. 0.2% of 360,000 active. AID 651654;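 active = mean lysis activity across replicates of at least 80%, whatever share of replicates individually reach that level; inactive = mean lysis activity below 80%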
#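 Schedule: static 4 h at 37 °C with compound, 1 h detection; system: C. neoformans cells; benchmarks: Clomiphene as positive control; buffer or medium: fresh YPD medium; measure: luminescence rise reflecting yeast cell lysis; measured by: luminescent adenylate kinase detection reagent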
# Starred values were filed as active, the others as inactive; ? = inconclusive; · = no result given; [ ] = another dose, or the depositor's remark.
SMILES,FN deposition inh,F508del corr,PGC1a acetyl inh,miR122 inh,INS-1E GSIS act,PglD DTNB,Statin myotox sup,Cneo AK release
CC(=O)Nc1ccc2c(c1)C(=O)c1ccccc1C2=O,·,·,0,3,-3,0,3,-4
CCOC(=O)C1=C(C)N=C2SCCC(=O)N2C1c1sccc1C (stereo not given),·,·,-14,0,·,-5,-4,4
COCCn1c(SCC(=O)Nc2ccc(Cl)cn2)nc2ccccc21,·,-4.1,-1,2,-7,3,-3,0
C=C1CC2C(CCC3(C)C2CCC3(O)C(C)=O)C2(C)CCC(=O)C=C12 (stereo not given),-6,0.9,16,-5,·,0,46,1
COc1ccc(S(=O)(=O)N(C)C[C@H]2Oc3cc(C#CC4CC4)ccc3S(=O)(=O)N([C@H](C)CO)C[C@H]2C)cc1,5,-1.3,-35,135*[16.7 µM],-10,-28,-23,54
O=C(O)C[C@@H]1C[C@H]2c3cc(NC(=O)C4CCOCC4)ccc3O[C@H]2[C@H](CO)O1,-1,0.3,1,8[16.7 µM],8,2,-1,1
COc1ccccc1C(NC(C)=O)c1cc(Cl)c2cccnc2c1O (stereo not given),2,1.3,46*,-12,-7,3,3,-2
Nc1ccc(C(=O)OCc2ccncc2)cc1[N+](=O)[O-],9,1.6,-8,5,3,·,·,·
Cc1ccc(NC(=O)N2Cc3ccccc3CC2C(=O)NC(C)(C)C)cc1 (stereo not given),·,·,-1,-4,·,5,·,5
CCCc1cc(=O)[nH]c(SCC(=O)c2c(N)n(C)c(=O)n(C)c2=O)n1,·,·,-20,0,·,-7,-11,0
COc1cccc(OCC(=O)Nc2ccccc2C(N)=O)c1,-6,·,-1,-3,·,-2,·,-7
COCC(=O)N1CCCC(C(=O)c2ccc(-c3ccccc3)cc2)C1 (stereo not given),1,0.9,0,2,-1,-1,-4,0
COc1ccc(S(=O)(=O)N[C@@H]2CC[C@H](CC(=O)N3CCc4ccccc4C3)O[C@@H]2CO)cc1,·,-0.5,-8,·,2,2,-3,4
O=[N+]([O-])c1cccc(N=Cc2ccccc2)c1,12,-0.3,-4,·,1,1,1,3
CCOc1ccccc1OC(=O)c1ccco1,-6,·,-6,17,·,3,0,2
Cc1cccc(N2CCCn3c2nc2c3c(=O)n(CCN3CCOCC3)c(=O)n2C)c1,·,·,-12,-4,·,-4,-17,-4
Cc1ccc2nc(SCC(=O)N/N=C/c3ccc(C(=O)O)cc3)cc(C)c2c1,-6,-0.3,-2,-1,-4,-4,-5,3
CC(C)CN1C2CCCC1CC(NC(=S)NCc1ccco1)C2 (stereo not given),-1,-0.7,2,·,1,·,·,·
C[C@H](CO)N1C[C@H](C)[C@@H](CN(C)Cc2ccc(Oc3ccccc3)cc2)Oc2ccc(NC(=O)C3CCCCC3)cc2CC1=O,·,-0.2,-8,-3[16.7 µM],-3,-2,?,0
CCC(=O)c1cc(Br)ccc1OCC(=O)N1CCN(S(=O)(=O)c2ccccc2)CC1,18,1.6,6,6,-41,-2,13,0
Cc1ccc(Cl)cc1N1CCN(C(=O)COc2ccc(S(=O)(=O)NC(C)C)cc2)CC1,-3,1.1,·,·,-30,0,0,4
CCN(CC)S(=O)(=O)c1ccc(C(=O)N2CCN=C2SC)cc1,10,-4.2,7,·,24,3,-7,-1
Cc1ccc(S(=O)(=O)N2CCC[C@H]2C(=O)NCc2ccccc2Cl)cc1,-3,-0.6,11,·,-22,-6,-3,-3
CC(C)(C)OC(=O)N(CCc1ccccc1)Cc1ccccc1OCc1cccc(NC(=O)C2CCCC2)c1,·,2.7,·,·,-7,-8,-14,1
CCc1ccc(N2CC(C(=O)N3CCCC3)CC2=O)cc1 (stereo not given),-1,1.9,0,3,18,·,-6,·
# Following part:
SMILES,FN deposition inh,F508del corr,PGC1a acetyl inh,miR122 inh,INS-1E GSIS act,PglD DTNB,Statin myotox sup,Cneo AK release
COc1cc(S(=O)(=O)N(C)C2CCCCC2)c(C)cc1C,5,1.1,-13,44,-20,1,-10,1
COc1ccc(CN(C)C(=O)C2CCN(C(=O)Nc3ccccc3)CC2)cc1OC,7,-2.5,-7,0,-4,-2,0,-1
C[C@@H]1CCCCO[C@@H](CN(C)Cc2ccc3c(c2)OCO3)[C@@H](C)CN([C@H](C)CO)C(=O)c2cc(NC(=O)Nc3cccc4ccccc34)ccc2O1,·,-1.9,-3,-5[16.7 µM],3,-2,-15,4
CNC(=O)NC(=O)COC(=O)CCCOc1ccc(OC)cc1,-2,·,-1,-4,·,2,9,0
CCN(c1ccccc1)S(=O)(=O)c1ccc(N)c(OC)c1,6,·,-1,8,·,5,-47,-1
COc1cc(C(=O)N2CCN(C(=O)C(Cc3cc(C)ccc3C)NC(C)=O)CC2)cc(OC)c1OC (stereo not given),7,·,-23,-1,10,5,-15,1
CN(C)Cc1ccccc1CNC(=O)c1cccc(S(=O)(=O)Nc2ccc3c(c2)OCO3)c1,4,1.7,-4,117*,-19,0,-11,3
CCn1c(SCC(=O)c2cc(OC)ccc2OC)nnc1-c1ccncc1,·,-0.1,12,1,3,0,-13,0
COc1ccc(C#Cc2ccc3c(c2)[C@@H]2[C@@H](CCN2C(=O)C2CCCCC2)[C@H](CO)N3)cc1,-20,-0.8,0,4[16.7 µM],1,-3,6,5
O=C(CSc1nnc(NC(=O)C2CC2)s1)NCc1ccco1,-4,-0.7,8,-1,9,2,-42,-1
C[C@@H]1CN([C@@H](C)CO)C(=O)c2cc(-c3ccccc3)cnc2O[C@@H]1CN(C)C(=O)Cc1ccccc1,·,0.0,-2,10[16.7 µM],-3,·,6,·
O=C(c1ccccn1)N1CC2(C1)[C@@H](c1ccccc1)[C@@H](CO)N2C(=O)C1CCCCC1,2,0.2,-3,·,-10,·,·,·
Cc1ccc(S(=O)(=O)N(C)C[C@H]2OCCCC[C@H](C)Oc3ccc(NC(=O)Nc4ccc(C(F)(F)F)cc4)cc3C(=O)N([C@H](C)CO)C[C@@H]2C)cc1,-3,1.7,-2,-7[16.7 µM],9,2,·,0
N/C(=N\OC(=O)c1cc(-c2ccccc2)nc2ccccc12)c1ccc(Cl)cc1,-21,·,11,-2,·,-3,-2,0
Cc1cc(NC(=O)COC(=O)C2CC(=O)N(c3ccc(Cl)cc3)C2)no1 (stereo not given),-3,-1.0,·,·,22,-1,-1,1
CCn1cnc2c1c(=O)n(CC(=O)NCC(F)(F)F)c(=O)n2Cc1ccccc1,4,-0.6,7,-4,4,3,-13,-1
Cc1ccc(N(CC(=O)NC(C)(C)C)C(=O)CNC(=O)c2cccs2)cc1,1,1.5,-6,-4,-6,·,·,·
OCCNC(=S)NCc1ccccc1,-18,-0.9,2,-5,12,2,·,-1
Cc1cc(C(=O)NCCCOC(C)C)c2ccccc2n1,·,·,-40,-7,0,2,-5,0
Cc1noc(C)c1-c1nc(CSc2ccccc2)no1,5,1.9,4,·,10,·,-3,·
COc1cccc(OC)c1-c1nn2c(-c3ccccc3Cl)nnc2s1,-5,·,1,2,·,8,-13,-2
COCC(=O)Nc1ccc2c(c1)C(=O)N(C)C[C@H](OC)[C@H](C)CN(Cc1cccc(F)c1)[C@@H](C)CO2,-7,1.1,6,·,-2,-2,3,1
COc1cccc(CCNC(=O)CC2C(=O)NCCN2CC(C)(C)C)c1 (stereo not given),-8,0.7,-4,2,-2,·,·,·
COc1cccc2cc(C(=O)NCc3ccccc3)c(=N)oc12,4,-1.7,-2,-3,1,0,·,0
O=C(Cn1nc(-c2cccc(Cl)c2)ccc1=O)Nc1ccc(C(=O)NC2CC2)cc1,-19,-1.3,-15,3,-7,-4,-13,-3
CCOc1ccc(S(=O)(=O)N2CCN(Cc3ccc4c(c3)OCO4)CC2)cc1Cl,2,-0.3,-9,4,-10,-2,22,-3
O=C(Oc1ccccc1Cl)c1ccc(-n2cncn2)nc1,2,·,·,-10,·,-10,-11,-1
CCOc1ccc(-c2nnn(CC(=O)N3CCN(c4ccc(OC)cc4)CC3)n2)cc1OCC,·,·,5,1,·,-6,11,5

# For reference, part of the list above.
SMILES,FN deposition inh,F508del corr,PGC1a acetyl inh,miR122 inh,INS-1E GSIS act,PglD DTNB,Statin myotox sup,Cneo AK release
C[C@@H]1CN([C@@H](C)CO)C(=O)c2cc(-c3ccccc3)cnc2O[C@@H]1CN(C)C(=O)Cc1ccccc1,·,0.0,-2,10[16.7 µM],-3,·,6,·
O=C(c1ccccn1)N1CC2(C1)[C@@H](c1ccccc1)[C@@H](CO)N2C(=O)C1CCCCC1,2,0.2,-3,·,-10,·,·,·
Cc1ccc(S(=O)(=O)N(C)C[C@H]2OCCCC[C@H](C)Oc3ccc(NC(=O)Nc4ccc(C(F)(F)F)cc4)cc3C(=O)N([C@H](C)CO)C[C@@H]2C)cc1,-3,1.7,-2,-7[16.7 µM],9,2,·,0
N/C(=N\OC(=O)c1cc(-c2ccccc2)nc2ccccc12)c1ccc(Cl)cc1,-21,·,11,-2,·,-3,-2,0
Cc1cc(NC(=O)COC(=O)C2CC(=O)N(c3ccc(Cl)cc3)C2)no1 (stereo not given),-3,-1.0,·,·,22,-1,-1,1
CCn1cnc2c1c(=O)n(CC(=O)NCC(F)(F)F)c(=O)n2Cc1ccccc1,4,-0.6,7,-4,4,3,-13,-1
Cc1ccc(N(CC(=O)NC(C)(C)C)C(=O)CNC(=O)c2cccs2)cc1,1,1.5,-6,-4,-6,·,·,·
OCCNC(=S)NCc1ccccc1,-18,-0.9,2,-5,12,2,·,-1
Cc1cc(C(=O)NCCCOC(C)C)c2ccccc2n1,·,·,-40,-7,0,2,-5,0
Cc1noc(C)c1-c1nc(CSc2ccccc2)no1,5,1.9,4,·,10,·,-3,·
COc1cccc(OC)c1-c1nn2c(-c3ccccc3Cl)nnc2s1,-5,·,1,2,·,8,-13,-2
COCC(=O)Nc1ccc2c(c1)C(=O)N(C)C[C@H](OC)[C@H](C)CN(Cc1cccc(F)c1)[C@@H](C)CO2,-7,1.1,6,·,-2,-2,3,1
COc1cccc(CCNC(=O)CC2C(=O)NCCN2CC(C)(C)C)c1 (stereo not given),-8,0.7,-4,2,-2,·,·,·
COc1cccc2cc(C(=O)NCc3ccccc3)c(=N)oc12,4,-1.7,-2,-3,1,0,·,0
O=C(Cn1nc(-c2cccc(Cl)c2)ccc1=O)Nc1ccc(C(=O)NC2CC2)cc1,-19,-1.3,-15,3,-7,-4,-13,-3
CCOc1ccc(S(=O)(=O)N2CCN(Cc3ccc4c(c3)OCO4)CC2)cc1Cl,2,-0.3,-9,4,-10,-2,22,-3
O=C(Oc1ccccc1Cl)c1ccc(-n2cncn2)nc1,2,·,·,-10,·,-10,-11,-1
CCOc1ccc(-c2nnn(CC(=O)N3CCN(c4ccc(OC)cc4)CC3)n2)cc1OCC,·,·,5,1,·,-6,11,5
